Akt phos inh: inhibitors of Akt phosphorylation; activity change, % for hits at 50 µM; AID 651550; 360,000 compounds, 0.32% hits; Neuro2A IGF-stimulated pAkt S473 HTRF, 20 min; active compounds read low; in the data active = activity change below about -80%; inconclusive = mostly about -51% to -80%; also: % is scaled to controls: 0 for no effect and ±100 for the full control effect
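Neuro2A cells (4,500/well, DMEM with 0.5% FBS) were treated with compound at a single 50 µM final concentration, stimulated with 6 nM IGF for 20 min at 37 °C, and lysed. Phospho-Akt Ser473 was read by HTRF as 665/615 ratio ×10^4.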
aSyn yeast inh: rescues yeast growth from alpha-synuclein toxicity; Yeast expressing alpha-synuclein, growth rescue, BacTiter-Glo, 24 h; Potency, µM (top dose mostly 46.1 µM), for inactives: at the highest dose growth rescue (activation), most hits filed as activators; 370,000 compounds, 0.14% hits; AID 652106; also: potency is read from the fitted curve at half-maximal effect; % of control where 0% means no effect; nearly all actives have a fitted effect of over 65% in size
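Screening used galactose-induced yeast with toxic alpha-synuclein levels, exposed to compound for 24 hr at 30 deg C. Cell growth, read with BacTiter-Glo luminescence, gave the measured signal.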
GLP-1R inv ag: GLP-1 receptor (human) inverse agonism. Potency, µM (series often up to 38.3 µM), for inactives: at the highest dose activity change, negative = inhibition, hits mostly inhibitors. P43220. HEK293 GLP-1R CRE-luciferase, luminescence, 24 h; GLP-1R form is constitutively active. 410,000 compounds, 1.6% hits; also: potency is read from the fitted curve at half-maximal effect; % is scaled to controls: 0 for no effect and ±100 for the full control effect; nearly all actives have a fitted effect of over 55% in size
Target sequence (P43220 whole entry, looked up): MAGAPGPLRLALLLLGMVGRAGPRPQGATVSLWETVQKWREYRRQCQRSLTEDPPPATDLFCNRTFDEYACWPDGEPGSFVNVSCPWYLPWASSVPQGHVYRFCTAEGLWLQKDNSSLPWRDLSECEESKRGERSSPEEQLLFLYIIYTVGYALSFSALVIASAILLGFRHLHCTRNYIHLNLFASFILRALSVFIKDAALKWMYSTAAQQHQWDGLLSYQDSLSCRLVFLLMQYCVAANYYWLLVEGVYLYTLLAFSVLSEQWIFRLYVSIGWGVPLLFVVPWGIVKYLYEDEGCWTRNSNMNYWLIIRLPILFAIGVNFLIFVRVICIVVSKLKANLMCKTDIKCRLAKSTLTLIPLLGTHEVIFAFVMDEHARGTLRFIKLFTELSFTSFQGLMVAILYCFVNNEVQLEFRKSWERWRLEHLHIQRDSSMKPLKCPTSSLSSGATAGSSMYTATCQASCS
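Seeding at 200 cells/uL, 12 h culture, 24 hr compound treatment, then luciferase reagent and a luminescence read; cells are HEK293 stably expressing a constitutively active GLP-1R plus cAMP-responsive luciferase.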
TDP-43 yeast inh: rescues yeast growth from TDP-43 toxicity; AID 652104; 410,000 compounds, 1.8% hits; TDP-43 expressing yeast growth rescue, BacTiter-Glo, 24 h; Potency, µM (series often up to 46.1 µM), for the others: at the highest dose growth rescue (activation), usual class: activators; also: potency is read from the fitted curve at half-maximal effect; % of control where 0% means no effect; nearly all actives have a fitted effect of over 50% in size
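Cell-based yeast growth screen: TDP-43 expression induced in galactose, inoculum OD600=0.02 after raffinose pregrowth to mid-log. Read-out BacTiter-Glo luminescence at 24 hr, 30 deg C; inhibition of toxicity seen as signal increase.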
Abeta rescue: A-beta toxicity reversal in yeast; yeast expressing A-beta42, growth rescue, OD600, 48 h; response scale: 0% DMSO, 100% iron-clioquinol control; Potency, µM (top dose mostly 46.1 µM), without a hit: at the top dose growth rescue, usual class: activators; 410,000 compounds, 0.063% hits; AID 1347071; also: potency is read from the fitted curve at half-maximal effect; nearly all actives have a fitted effect of over 55% in size
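Yeast A-beta toxicity model in growth medium with pinned compounds, 48 h at 30 C; growth read as absorbance at 600 nm. Normalized to FeCl3/clioquinol equimolar mix (positive) and DMSO (negative).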
FUS yeast rescue: rescues growth of FUS-expressing yeast. Potency, µM (top dose mostly 76.6 µM), for the others: at the highest dose growth rescue (activation), usual class: activators. AID 1347120. S. cerevisiae FUS-expressing, growth rescue, OD600, 24 h. 390,000 compounds, 0.24% hits;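 also: potency is read from the fitted curve at half-maximal effect; plate controls were DMSO vehicle for no effect and reference control for full effect; nearly all actives have a fitted effect of over 55% in size; some results filed as inactive show a strong effect at the top dose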
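Absorbance at 600 nm, taken 24hr after compound addition, measured rescue of FUS-yeast growth at 30C. Induction used 2% galactose with seeding at OD 0.005. Controls: CP55940 from 92uM final, DMSO only.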
GLP1R ag: GLP-1 receptor (human) agonism; 380,000 compounds, 0.007% hits; P43220; Potency, µM (titrated, usually from 45.6 µM), for inactives: top-dose activation, most hits filed as activators; HEK293 GLP-1R CRE-luciferase, luminescence, 4-6 h; cells express a hypersensitive GLP-1R form; also: potency is read from the fitted curve at half-maximal effect; % of control where 0% means no effect
PTHR1 agonist: activates the human parathyroid hormone receptor PTHR1. Q03431. HEK293 GP2 PTHR1 cells, GloSensor cAMP luminescence, 1 h. Potency, µM (series often up to 115 µM), inactives show at the highest dose activation, most hits filed as activators. 410,000 compounds, 0.075% hits; also: potency is read from the fitted curve at half-maximal effect; nearly all actives have a fitted effect of over 55% in size; some results filed as inactive show a strong effect at the top dose; inactives centre near -15; many of its hits are not listed in these tables
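HEK-293-derived GP2 cells expressing PTHR1 and a GloSensor cAMP reporter, 3,000/well, plated overnight, given luciferin plus IBMX (each 0.5 mM as added) for 1 h at 37 °C, then compound for 1 h at 37 °C. Luminescence was read after 15 min at room temperature.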
D3 antag: antagonists of human D3 dopamine receptor | max response, negative = inhibition, % | 360,000 compounds, 2.5% hits | P35462 | D3R cells, DiscoveRx beta-arrestin luminescence, antagonist mode; active compounds read low; in the data active = max response below about -50%; inconclusive = no clear call, values can overlap the other calls; also: % is scaled to controls: 0 for no effect and ±100 for the full control effect; mostly tested at two doses, the higher about 12 µM
Target sequence (P35462 whole entry, looked up): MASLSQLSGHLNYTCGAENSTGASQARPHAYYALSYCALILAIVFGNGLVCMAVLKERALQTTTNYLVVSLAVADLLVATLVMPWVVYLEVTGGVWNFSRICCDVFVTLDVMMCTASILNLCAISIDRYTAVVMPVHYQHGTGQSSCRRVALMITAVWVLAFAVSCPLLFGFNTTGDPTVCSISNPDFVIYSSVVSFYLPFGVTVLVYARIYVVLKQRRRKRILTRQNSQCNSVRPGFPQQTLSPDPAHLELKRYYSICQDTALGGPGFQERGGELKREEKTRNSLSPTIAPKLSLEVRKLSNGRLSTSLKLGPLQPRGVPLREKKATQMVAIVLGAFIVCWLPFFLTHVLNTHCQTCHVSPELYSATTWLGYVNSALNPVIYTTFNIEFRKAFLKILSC
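Cells expressing the human receptor were seeded at 1500 cells/well, incubated overnight at 37 degrees C in 5% CO2, then exposed to library compounds with dopamine controls for 90 minutes at 37 degrees C before luminescent detection.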
* hit, by the source's call; i = inactive; ? = inconclusive; . = no result given; [ ] = dose if it differs, or a comment. Unless noted, calls follow the shape of the dose curve; as a rule, active = well fitted curve in the direction sought with a large enough effect; inconclusive = small, poorly fitted or top-dose-only effect, or another doubt; inactive = no such curve, though single readings can be large; an effect the other way counts as inactive or inconclusive. The list is partial; the hit share may differ from the screen's.

SMILES | Akt phos inh | aSyn yeast inh | GLP-1R inv ag | TDP-43 yeast inh | Abeta rescue | FUS yeast rescue | GLP1R ag | PTHR1 agonist | D3 antag
CC(C)CCN1CCN(Cc2cccc(-n3cccn3)c2)CC1CCO (configuration not stated) | i | -1.2% | -12.9% | -2.4% | -0.7% | -2.4% | -1.6% | i | -24.8
O=C(C1CC1)N1CCc2cc(S(=O)(=O)NCC3COc4ccccc4O3)ccc21 (configuration not stated) | i | 4.7% | -22.4% | 13.8% | 8.1% | 3.9% | 1.5% | -22.3% | 21.0
CCCCn1nnnc1C(c1cc2ccccc2o1)N1CCN(c2ccccc2F)CC1 (configuration not stated) | i | 7.0% | 13.1% | 20.2% | 28.0% | 25.2% | 2.3% | i | 2.8
Cc1ccc(-c2cc(C(=O)O)c3cc(Br)ccc3n2)o1 | i | 2.9% | -5.7% | ? | -16.4% | . | -24.8% | -6.9% | 7.1
CC1CCCCC1NC(=O)/C=C/c1nc2ccccc2s1 (configuration not stated) | i | -3.7% | ? | -9.2%[0.397 µM] | -20.1% | 1.2% | ? | -15.9% | -5.9
CCCCn1c(SCC(N)=O)nc2ccc(N3CCOCC3)cc2c1=O | i | 5.5% | 0.0% | 21.6% | -3.4% | 20.8% | 12.4% | -12.0% | 19.5
CCc1nnc(NC(=O)CSc2nnc(Cc3cccn3C)n2C)s1 | i | -2.6% | -10.0% | 16.4% | -1.4% | -2.9% | 1.9% | i | 15.7
CCOc1ccc(NC(=O)C2CC(=O)N(c3ccccc3F)C2)cc1 (configuration not stated) | i | -2.2% | 8.4% | -16.7% | -7.9% | -23.9% | 0.9% | ? | -13.0
C=CCSc1nc2sc3c(c2c(=O)[nH]1)CC(C)(C)OC3 | i | 2.0% | 14.8% | . | -2.8% | 2.4% | 0.0% | -7.6% | -0.3
CCOc1ccc(NC(=O)CSC2=Nc3ccccc3C3=NC(CC(=O)NCc4ccc5c(c4)OCO5)C(=O)N23)cc1 (configuration not stated) | . | . | 17.0% | 0.0% | -22.8% | ? | . | ? | .
Cc1nn(Cc2noc(C(=O)NCc3ccc4c(c3)OCO4)n2)c(C)c1Br | i | 17.0% | ? | ? | 18.5% | 20.0% | 7.2% | i | -0.1
O=C(CS(=O)(=O)c1cn(CC(=O)N2CCCC2)c2ccccc12)Nc1ccccc1F | i | -1.2% | 9.1% | -9.8% | 2.5% | . | 2.4% | 7.0% | 4.9
c1ccc(Oc2ccc(-c3cc(NCCc4cccnc4)n4nccc4n3)cc2)cc1 | i | 3.7% | 17.5% | 14.8% | -0.8% | 1.5% | -6.3% | -18.5% | -4.1
Cc1ccnc(SCc2cc(=O)c(OC(=O)c3ccccc3)co2)n1 | i | 2.5% | 12.7% | 5.0% | ? | 20.2% | 0.1% | i | 0.6
Cc1nc(C/C(=N\Nc2ccccc2)c2ccc(O)cc2O)cs1 | i | 0.6% | ? | 20µM* | -90.1%[inhibitor] | 21.2% | 11.9% | -21.1% | 8.6

Full records from above:
Cc1nc(C/C(=N\Nc2ccccc2)c2ccc(O)cc2O)cs1 in the list: Akt phos inh: i; aSyn yeast inh: 0.6%; GLP-1R inv ag: ?; TDP-43 yeast inh: 20µM*; Abeta rescue: -90.1%[inhibitor]; FUS yeast rescue: 21.2%; GLP1R ag: 11.9%; PTHR1 agonist: -21.1%; D3 antag: 8.6
CCCCn1nnnc1C(c1cc2ccccc2o1)N1CCN(c2ccccc2F)CC1 (configuration not stated) in the list: Akt phos inh: i; aSyn yeast inh: 7.0%; GLP-1R inv ag: 13.1%; TDP-43 yeast inh: 20.2%; Abeta rescue: 28.0%; FUS yeast rescue: 25.2%; GLP1R ag: 2.3%; PTHR1 agonist: i; D3 antag: 2.8

(continued)
SMILES | Akt phos inh | aSyn yeast inh | GLP-1R inv ag | TDP-43 yeast inh | Abeta rescue | FUS yeast rescue | GLP1R ag | PTHR1 agonist | D3 antag
CC(C)Oc1ccc(C(=O)NC2(C(F)(F)F)N=C3SCCN3C2=O)cc1 (configuration not stated) | i | 3.2% | -3.4% | 23.5% | 11.3% | ? | -10.7% | 0.9%[57.5 µM] | 27.4
COc1ccc(C)cc1C(=O)C1CC(C(=O)O)C(C)(C)C1C (configuration not stated) | i | -7.3% | -0.4% | -0.6% | 8.8% | -4.8% | -11.3% | i | 9.6
Cc1cc(N2C(=O)C(=O)/C(=C(/O)c3ccc(F)cc3)C2c2cccc(Br)c2)no1 (configuration not stated) | i | 3.0% | -15.5% | 8.6% | -25.7% | 15.0% | -2.9% | i | -8.9
CC(C)C(NC(=O)c1ccccc1)C(=O)NC1=NCCS1 (configuration not stated) | i | 0.0% | 1.9% | -12.0% | 5.2% | -3.1% | -0.6% | i | 2.9
O=C(/C=C/c1ccccc1)N1c2ccccc2Sc2ccc(C(F)(F)F)cc21 | i | 6.2% | ? | -10.3% | 2.8% | . | -3.0% | -9.4% | 8.5
CCN(CC)C(=O)C1=C(C)N(Cc2ccccc2)C(=O)C(CC(=O)NCc2cccs2)C1 (configuration not stated) | i | -15.9% | -1.5% | 0.0% | 7.5% | -10.0% | -4.5% | -16.0% | 15.0
CSc1cccc(NC(=O)N2CCCC(CNS(=O)(=O)Cc3ccccc3)C2)c1 (configuration not stated) | i | 3.3% | ? | -2.0% | 0.5% | 2.8% | 11.4% | i | 3.3
O=C(Cc1ccc(S(=O)(=O)N2CCCCC2)s1)Nc1cccc2ccccc12 | i | -2.1% | -11.1% | -2.3% | -2.0% | 9.4% | 0.4% | i | -22.1
O=C(Nc1ccc(Br)cc1)N1CCCCCCC1 | -110.4%* | -6.3% | -33.5% | -4.7% | -9.7% | 11.9% | 9.5% | -33.2%[inhibitor][57.5 µM] | -8.9
CCN(c1ccc(OC)cc1)S(=O)(=O)c1nnc(NC(=O)C2CCCCC2)s1 | i | 0.0% | -9.4% | -3.5% | -12.2% | -7.0% | -2.2% | -10.4% | -6.1
Cc1cccc(C(C)C)c1NC(=O)CN(C)Cc1cccc(F)c1 | i | -6.6% | ? | 0.0% | 1.1% | -21.7% | -5.2% | -23.4% | -9.4
CN=C1SC(CC(=O)Nc2cccc(C(F)(F)F)c2)C(=O)N1C (configuration not stated) | . | -3.0% | -8.7% | -16.5% | -34.2%[inhibitor] | 56.7% | 4.8% | -7.9%[57.5 µM] | -25.2
O=c1cc(-c2ccc(O)cc2)oc2cc(O)c(C3OC(CO)C(O)C(O)C3O)c(O)c12 (configuration not stated) | i | 8.7% | 17.6% | 8.7% | -2.7% | 3.7% | 3.1% | -17.3% | -64.4*
COc1cc(C(c2nnnn2C2CCCC2)N2CCN(C)CC2)cc(OC)c1OC (configuration not stated) | i | -11.4% | 11.3% | 6.4% | 4.6% | -11.1% | 14.2% | i | -17.9
CCC(NC(=O)COc1cc2c(c3oc(=O)c(C)c(C)c13)CCC(C)(C)O2)C(=O)O (configuration not stated) | i | 2.3% | 8.9% | -2.3% | -5.0% | 21.4% | -1.2% | -10.2% | -3.8
COc1ccc(N2CC(C(=O)NCc3ccco3)CC2=O)cc1 (configuration not stated) | i | -0.1% | -14.4% | -19.0% | 0.0% | 3.0% | 11.2% | 0.0% | -8.0
O=C(NCc1ccccc1)c1cc(C2CCCN(C(=O)CCc3ccccc3)C2)on1 (configuration not stated) | i | -0.2% | -5.9% | 0.0% | -4.3% | 18.2% | 19.8% | i | -19.4
CCc1ccc(-c2nn(-c3ccccc3C)cc2C(=O)N2CCN(C3CCS(=O)(=O)C3)CC2)cc1 (configuration not stated) | i | 0.4% | 4.8% | 11.7% | -5.4% | . | 10.8% | -2.2% | 2.8
CCc1ccc(CNc2ccc(N3CCN(C(C)=O)CC3)cc2)cc1 | i | -0.8% | 0.0% | 4.7% | 6.0% | 58.5% | 3.7% | 19.4% | 10.1
COc1ncccc1-c1ccc2nncn2c1 | i | 0.9% | 44.0% | 2.1% | -11.8% | -28.8% | -4.1% | -14.5% | ?
CN(Cc1cccc2ccccc12)C(=O)c1cc(COc2c(F)cccc2F)on1 | i | 14.0% | 10µM* | -7.8% | -27.1% | 27.9% | 10.1% | i | 2.0
Cn1c(=O)[nH]c(=O)c2c1nc(SCC(=O)O)n2CCCc1ccccc1 | i | 0.3% | 16.5% | -0.8% | -11.5% | -31.3% | -1.4% | -11.7% | -0.4
COc1cc(SC)ccc1C(=O)NC1CCCCC1 | i | 9.7% | -7.5% | ? | 1.5% | 20.8% | ? | i | 9.1
CCOc1ccc(CCNC(=O)COC(=O)c2nccnc2N)cc1OCC | i | -0.2% | 4.0% | 20.6% | 15.8% | 15.0% | -2.0% | -21.3% | -24.9
O=C(OCc1c(-c2ccccc2)ncc2ccccc12)c1cccs1 | i | -18.9% | -24.7% | ? | -22.3% | 42.8% | ? | -59.1%[inhibitor] | ?
CC(=O)OCc1nc2sc(C)c(C)c2c(=O)[nH]1 | i | -3.9% | 2.7% | -8.8% | -1.7% | -4.8% | 0.8% | -11.5%[57.5 µM] | 9.7
CCOC(=O)C1=CC[C@@H](c2ccccc2Cl)N(S(=O)(=O)c2ccc(C)cc2)[C@H]1C(=O)OCC | i | -3.3% | ? | 12.7% | 0.2% | ? | 8.6% | i | -2.0
CC(NS(=O)(=O)c1ccccc1)C(=O)NC1CCCC1 (configuration not stated) | i | -2.8% | 4.5% | -24.2% | 18.0% | 6.5% | -2.0% | -14.1% | -6.5

Screening data: PubChem BioAssay, National Center for Advancing Translational Sciences (NCATS)
